POLB inh: qHTS Assay for Inhibitors of DNA Polymerase Beta. P06746. Pol beta primer extension/strand displacement, fluorescence kinetic. Potency, µM (highest dose often 114 µM), inactives show top-dose activity change, negative = inhibition, actives largely listed as inhibitors. actives 1.3% (n = 340,000); note: potency is the fitted concentration of half-maximal effect; % is set by controls: 0 for no effect and ±100 for the full control effect
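Values derive from four-parameter Hill fits of normalized kinetic data: reads at 0 and 10 min following addition of 50 nM substrate to 10 nM Pol beta preincubated 15 min with compound.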
Anesthetic bind: qHTS Assay for Identification of Novel General Anesthetics; AID 485281, 2010; actives 0.074% (n = 350,000); Potency, µM (top dose mostly 77.5 µM), for inactives: at the top dose activity change, negative = displacement, hits mostly inhibitors; apoferritin/1-aminoanthracene competitive binding, fluorescence; note: potency is the fitted concentration of half-maximal effect; % is set by controls: 0 for no effect and ±100 for the full control effect; nearly all actives have a fitted effect of over 20% in size
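Steps: apoferritin (10 uM) was premixed with half-saturated 1-AMA in PBS, compounds were pin-transferred, plates stood 10 min at room temperature, fluorescence was read at 380/535 nm, and curves were fitted with a Hill equation.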
POLK inh: qHTS for Inhibitors of Polymerase Kappa; DNA polymerase kappa (Homo sapiens), Q9UBT6; actives 0.53% (n = 400,000); Potency, µM (series often up to 107 µM), inactives show at the top dose activity, negative = inhibition, usual class: inhibitors; AID 588579, 2011; purified Pol kappa, fluorescent DNA synthesis assay, 10 min; note: potency is the fitted concentration of half-maximal effect; % is set by controls: 0 for no effect and ±100 for the full control effect
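50 nM final substrate added after 15 min RT preincubation of 10 nM Pol kappa with compound; fluorescence read at 0 and 10 min.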
TRHR ag: qHTS for Small Molecule Agonists and Allosteric Enhancers of Human TRH Receptor: Primary Screen for Agonists. TRHR cells, calcium flux fluo-8, FDSS agonist mode. activation, % at 2 µM. actives 0.18% (n = 360,000). AID 493084, 2011; in the data active = activation above about 30%; note: 0% is about no effect
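TRHR-expressing cells, plated overnight in medium with 10% serum, were loaded with fluo-8 calcium dye at room temperature. After a 10 s baseline, library compound was pin-added and calcium release was recorded kinetically (ex 480/em 530) as agonist response.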
ERG Ets-DNA blk: qHTS for Small Molecule Inhibitors of the ERG Ets/DNA interaction | Transcriptional regulator ERG (Homo sapiens), P11308 | fluorescence polarization, His-ERG Ets domain / labelled DNA | Potency, µM (highest dose often 76.9 µM), inactives show at the highest dose FP activity, negative = inhibition, most hits filed as inhibitors | actives 0.028% (n = 370,000) | AID 624246, 2012; active = well fitted inhibition curve with a large enough effect in the polarisation, with a control signal flat; inconclusive = small, poorly fitted or top-dose-only effect, or effect the other way, or a change in a side signal; inactive = no such curve, though single readings can be large or run the other way; the % refers to the polarisation;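 note: polarization taken with two DNA probes labelled with fluorescein and Texas red; potency is the fitted concentration of half-maximal effect; % of control where 0% means no effect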
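His-tagged ERG Ets domain (1 uM in the protein solution; 300mM KCl, 50mM Tris-HCl, 1mM EDTA, 1mM DTT, pH 7.5) received compound, then a probe mix of 5 nM fluorescein-DNA and 100nM Texas-615-DNA. Fluorescence polarization was read for both dyes.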
ALOX12 inh: Primary qHTS assay for inhibitors of human arachidonate 12S-lipoxygenase (ALOX12): Round 2; Polyunsaturated fatty acid lipoxygenase ALOX12 (Homo sapiens), P18054; purified 12hLO, xylenol orange hydroperoxide absorbance; Potency, µM (top dose mostly 108 µM), for inactives: top-dose activity change, negative = inhibition, actives largely listed as inhibitors; actives 1.1% (n = 580,000); AID 1671190, 2021; note: potency is the fitted concentration of half-maximal effect; % is set by controls: 0 for no effect and ±100 for the full control effect
Target sequence (P18054 whole entry, looked up): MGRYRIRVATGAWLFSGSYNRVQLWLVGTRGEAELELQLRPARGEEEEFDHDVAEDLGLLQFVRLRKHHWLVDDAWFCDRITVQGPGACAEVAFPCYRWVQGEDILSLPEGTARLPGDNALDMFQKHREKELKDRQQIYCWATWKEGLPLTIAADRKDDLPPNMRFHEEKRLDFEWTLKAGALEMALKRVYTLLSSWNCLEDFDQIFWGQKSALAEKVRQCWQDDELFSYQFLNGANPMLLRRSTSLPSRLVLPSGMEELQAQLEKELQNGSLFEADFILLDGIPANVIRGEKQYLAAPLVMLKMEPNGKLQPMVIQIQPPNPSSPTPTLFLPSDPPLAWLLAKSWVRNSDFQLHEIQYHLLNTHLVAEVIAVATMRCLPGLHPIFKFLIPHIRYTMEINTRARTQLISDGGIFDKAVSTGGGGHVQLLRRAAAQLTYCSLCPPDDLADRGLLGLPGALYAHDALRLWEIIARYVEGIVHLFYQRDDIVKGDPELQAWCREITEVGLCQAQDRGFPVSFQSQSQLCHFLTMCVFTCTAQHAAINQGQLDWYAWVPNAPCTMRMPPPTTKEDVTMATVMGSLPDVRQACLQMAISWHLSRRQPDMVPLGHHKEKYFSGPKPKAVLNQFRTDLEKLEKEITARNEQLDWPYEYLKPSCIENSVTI
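Hydroperoxide product was detected by ferrous iron/xylenol orange as the 573 to 405 nm absorbance ratio. Arachidonic acid at 40 uM (final) was turned over for 30 min at room temperature by 150 nM human 12hLO, pH 7.0 Hepes buffer, after 15 min compound preincubation.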
Pol iota inh: qHTS for Inhibitors of Polymerase Iota; Pol iota fluorescent replication assay, 10 min; DNA polymerase iota (Homo sapiens), Q9UNA4; AID 588590, 2011; actives 1% (n = 390,000); Potency, µM (titrated, usually from 115 µM), inactives show top-dose activity, negative = inhibition, most hits filed as inhibitors; note: potency is the fitted concentration of half-maximal effect
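Fluorescent replication assay read twice, at 0 min and 10 min after adding 50 nM (final) substrate. Enzyme (10 nM) and compounds were first incubated 15 min at room temperature; enzyme-free buffer wells were negative controls.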
BLM helicase inh: qHTS Assay for Inhibitors of Bloom's syndrome helicase (BLM); actives 0.2% (n = 350,000); recombinant BLM DNA unwinding, fluorescence dequenching; RecQ-like DNA helicase BLM (Homo sapiens), P54132; Potency, µM (series often up to 56.1 µM), inactives show at the highest dose activity change, negative = inhibition, hits mostly inhibitors; AID 2528, 2010;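 note: potency is the fitted concentration of half-maximal effect; plate controls were vehicle for no effect and no enzyme for full effect; nearly all actives have a fitted effect of over 35% in size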
APEX1 inh: qHTS Assay for Inhibitors of the Human Apurinic/apyrimidinic Endonuclease 1 (APE1); recombinant APE1, TAMRA/BHQ-2 abasic DNA cleavage fluorescence; Potency, µM (titrated, usually from 65.8 µM), for the others: top-dose activity change, negative = inhibition, usual class: inhibitors; actives 0.35% (n = 350,000); AID 2517, 2012;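 note: potency is the fitted concentration of half-maximal effect; plate controls were vehicle for no effect and reference inhibitor for full effect; nearly all actives have a fitted effect of over 55% in size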
Target sequence (P27695 whole entry, looked up): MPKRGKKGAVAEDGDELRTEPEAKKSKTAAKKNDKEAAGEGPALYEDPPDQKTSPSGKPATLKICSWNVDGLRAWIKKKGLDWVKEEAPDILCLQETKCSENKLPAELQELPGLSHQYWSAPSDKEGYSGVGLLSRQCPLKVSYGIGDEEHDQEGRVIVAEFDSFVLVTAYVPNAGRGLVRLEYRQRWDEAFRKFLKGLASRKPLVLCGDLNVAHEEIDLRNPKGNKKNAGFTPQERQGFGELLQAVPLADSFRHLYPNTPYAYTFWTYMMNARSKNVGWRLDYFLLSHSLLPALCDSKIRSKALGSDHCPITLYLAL
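Substrate: short duplex with […] THF abasic site, 5'-TAMRA and 3'-BHQ-2, 50 nM final. APE1 at 0.75 nM, preincubated 15 min RT with compound. Fluorescence increase from first to third read measured activity.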
Numbers without * were called inactive; ? = inconclusive; · = no result given; & = joins results of further samples; [ ] = another dose, or the depositor's remark. Unless noted, calls come from the whole dose curve; as a rule, active = well fitted curve in the direction sought with a large enough effect; inconclusive = small, poorly fitted or top-dose-only effect, or another doubt; inactive = no such curve, though single readings can be large; an effect the other way counts as inactive or inconclusive.

Values run as follows: POLB inh, Anesthetic bind, POLK inh, TRHR ag, ERG Ets-DNA blk, ALOX12 inh, Pol iota inh, BLM helicase inh, APEX1 inh
(1) C/C(=N\Nc1ncc(Cl)cc1Cl)c1ccc(C#N)cc1
  10.5%, -3.7%, -15.2%, -1.8, -0.5%, -3.0%, 146.9%[activator], 2.6%, -6.4%
(2) COc1cc(/C=C/C(=O)N2CCCN(C(=O)/C=C/c3cc(OC)c(OC)c(OC)c3)CC2)cc(OC)c1OC
  3.6%, -7.6%, -7.9%, 0.1, 7.0%, -0.7%, 15.0%, -3.9%, 1.6%
(3) COc1ccc(N2CCN(c3ncnc4c3nnn4C)CC2)cc1
  -14.6%, -6.8%, -2.9%[60.1 µM], 0.1, 1.4%, -27.2%, 6.3%, 2.0%, ·
(4) Cc1cc(N2CCN(C)CC2)n2cc(-c3ccc(F)cc3)nc2n1
  7.2%, 1.0%, -19.3%, -0.7, 6.4%, 11.9%, 8.1%, -8.3%, -7.1%
(5) O=C(Cc1ccc(F)cc1)Nc1ccc(S(=O)(=O)N2CCCC2)cc1
  ·, ·, -7.5%, -0.5, 1.1%, -13.9%, 12.6%, ·, 20.1%
(6) Cc1ccc(OCC(=O)N/N=C\c2ccc(O)cc2)c([N+](=O)[O-])c1
  6.8%, -8.6%, -0.9%, 0.4, 1.2%, 11.1%, 73.8%[activator], -10.5%, -10.8%
(7) O=C(Nc1cccc([N+](=O)[O-])c1)c1ccc(CSc2ccccc2)cc1
  4.0%, -9.4%, 1.2%, -0.4, 2.7%, 0.0%, 13.1%, 0.1%, -2.7%
(8) COc1cccc(-c2nnc(SCC(=O)N3CCCCC3)o2)c1
  2.5%, -3.4%, 18.7%, -0.6, 2.1%, -8.2%, 34.3%[activator], -1.8%, ·
(9) COc1ccc(NC(=O)CSc2ccc(-c3cccs3)nn2)c(OC)c1
  54.2%, -13.5%, -14.0%, 0.1, -2.5%, -12.6%, 117.8%[activator], -3.7%, 11.5%
(10) Cc1cccc(NC(=O)Cn2cc(C(=O)c3ccco3)c3ccccc32)c1
  ?, -16.8%&-9.7%, -19.9%&-12.5%, -1.7&0.3, -2.7%&-1.2%, -28.7%&0.0%, ?, 0.1%&-6.4%, 8.8%

Values run as follows: POLB inh, Anesthetic bind, POLK inh, TRHR ag, ERG Ets-DNA blk, ALOX12 inh, Pol iota inh, BLM helicase inh, APEX1 inh
(11) Cc1ccccc1NC(=O)COC(=O)CCc1c[nH]c2ccccc12
  ·, ·, -11.7%, 0.1, 5.3%, 1.5%, -8.6%, ·, 6.7%
(12) C/C(=N/NC(=O)c1ccncc1)C1=C(O)CC(C)(C)CC1=O
  -13.6%, -4.6%, -1.7%, 1.1, 10.6%, 3.2%, -12.5%, 1.3%, -4.0%
(13) COc1ccc(-c2noc(N3CCCC(C(=O)Nc4cc(F)ccc4F)C3)n2)cc1 (stereo not drawn)
  5.3%, -14.2%, 1.2%, 0.2, 9.2%, 11.9%, 11.7%, -3.6%, 1.4%
(14) Cc1ccc(-n2c(SCC(=O)NCc3ccccc3)nc3c([nH]c4ccccc43)c2=O)cc1
  10.3%, 0.2%, 4.4%, -0.4, 0.4%, 2.9%, 15.1%, 0.6%, ·
(15) COc1ccc(OC)c(C(=O)COC(=O)c2[nH]c(C)c(C(C)=O)c2C)c1
  ·, ·, 5.5%, -0.5, 13.9%, -4.3%, 29.7%, ·, 4.2%
(16) O=C1CC(C(=O)Nc2ccccc2)C2(CCCCC2)O1 (stereo not drawn)
  24.6%, -10.3%, -2.9%, 0.3, -4.4%, -0.7%, -8.4%, -1.7%, 6.3%
(17) CS(=O)(=O)N(Cc1ccccc1)c1ccc(C(=O)NCc2cccnc2)cc1
  1.6%, -15.4%, 0.6%, -0.1, 0.7%, 23.1%, 2.3%, -2.4%, 2.9%
(18) COCCCN1CCc2nc(SCC(=O)Nc3ccc(C)c(Cl)c3)[nH]c(=O)c2C1
  -0.8%, 1.9%, -10.0%, 0.5, -5.5%, -0.3%, 8.3%, -0.5%, ·
(19) O=C1/C(=C\c2ccsc2)NC(=S)N1c1ccccc1
  -15.6%, ?, -2.5%, 0.4, 8.1%, -20.8%, 14.5%, -3.7%, -4.9%
(20) COC(=O)C(CC(=O)c1ccc(Cl)cc1)c1ccc(C)cc1 (stereo not drawn)
  5.0%, 6.5%, -6.7%, -0.5, -1.6%, 0.0%, -0.4%, -3.3%, -0.6%

Values run as follows: POLB inh, Anesthetic bind, POLK inh, TRHR ag, ERG Ets-DNA blk, ALOX12 inh, Pol iota inh, BLM helicase inh, APEX1 inh
(21) CSCCC(NC(=O)c1ccccc1Br)C(=O)N1CCCC(C(F)(F)F)C1 (stereo not drawn)
  15.2%, -8.0%, -1.3%, -0.1, -5.9%, -7.3%, 28.1%, -4.0%, 14.6%
(22) COc1ccc(-n2c(C)cc(C(=O)CSc3ccc(NC(C)=O)cc3)c2C)cc1
  -1.1%, -9.6%, -19.1%, -0.6, 2.1%, -29.1%, -3.0%, -13.8%, -1.8%
(23) CCC(=O)Nc1nnc(CSCc2ccccc2)s1
  34.9%, -10.5%, -9.7%, 1.4, -4.7%, 0.0%, 9.2%, -5.1%, -3.9%
(24) Cc1cc2c(cc1S(=O)(=O)N1CCN(c3cccc(C)c3C)CC1)OCC(=O)N2
  -11.9%, ?, 6.1%, -0.2, -3.5%, 10.0%, 30.4%[activator], -4.1%, -6.9%
(25) C(#CCN1CCC(Cc2ccccc2)CC1)COCCOCc1ccccc1
  -1.8%, -14.2%, -14.1%, 1.2, ·, -11.7%, 25.9%, -1.3%, 4.4%
(26) Cc1ccc(-n2ncc(C(=O)N3CCN(C(=O)c4ccco4)CC3)c2C2CCN(C(=O)OC(C)(C)C)CC2)cc1
  1.2%, 0.2%, -2.8%, -0.6, 2.8%, -6.1%, -23.4%, 0.6%, ·
(27) COc1ccc(C(CNC(=O)c2cccc(S(=O)(=O)N3CCCc4ccccc43)c2)N(C)C)cc1 (stereo not drawn)
  ·, ·, -13.6%, ·, 8.4%, -15.0%, 0.7%, ·, ·
(28) COc1ccccc1NC(=O)Cc1c(F)cccc1Cl
  -0.6%, -13.9%, -6.1%, -0.3, -5.8%, 12.5%, 8.7%, -2.5%, 2.3%
(29) S=c1[nH]nc(-c2ccco2)n1/N=C/c1cccs1
  -19.1%, -2.1%, -13.0%, 0.7, -5.8%, ?, 3.8%, 6.2%, -1.6%
(30) Cc1cn([C@H](C(=O)NCCCCCCCCCCC(=O)N2CCNCC2)[C@@H](C)O)nn1
  ·, ·, -2.7%, -0.2, 6.3%, 0.0%, ?, ·, 47.8%[activator]

Reformatted as a markdown table: part of the list above.
| nr | Compound | POLB inh | Anesthetic bind | POLK inh | TRHR ag | ERG Ets-DNA blk | ALOX12 inh | Pol iota inh | BLM helicase inh | APEX1 inh |
| --- | --- | --- | --- | --- | --- | --- | --- | --- | --- | --- |
| 19 | O=C1/C(=C\c2ccsc2)NC(=S)N1c1ccccc1 | -15.6% | ? | -2.5% | 0.4 | 8.1% | -20.8% | 14.5% | -3.7% | -4.9% |
| 20 | COC(=O)C(CC(=O)c1ccc(Cl)cc1)c1ccc(C)cc1 (stereo not drawn) | 5.0% | 6.5% | -6.7% | -0.5 | -1.6% | 0.0% | -0.4% | -3.3% | -0.6% |
| 21 | CSCCC(NC(=O)c1ccccc1Br)C(=O)N1CCCC(C(F)(F)F)C1 (stereo not drawn) | 15.2% | -8.0% | -1.3% | -0.1 | -5.9% | -7.3% | 28.1% | -4.0% | 14.6% |
| 22 | COc1ccc(-n2c(C)cc(C(=O)CSc3ccc(NC(C)=O)cc3)c2C)cc1 | -1.1% | -9.6% | -19.1% | -0.6 | 2.1% | -29.1% | -3.0% | -13.8% | -1.8% |
| 23 | CCC(=O)Nc1nnc(CSCc2ccccc2)s1 | 34.9% | -10.5% | -9.7% | 1.4 | -4.7% | 0.0% | 9.2% | -5.1% | -3.9% |

Additional entries.
Values run as follows: POLB inh, Anesthetic bind, POLK inh, TRHR ag, ERG Ets-DNA blk, ALOX12 inh, Pol iota inh, BLM helicase inh, APEX1 inh
(31) CN(C(=O)COC(=O)/C=C/c1ccc(C(F)(F)F)cc1)c1c(N)n(Cc2ccccc2)c(=O)[nH]c1=O
  ·, ·, -1.1%, 3.5, -4.4%, -14.5%, 28.7%, ·, 45.5%
(32) Nc1nc(-c2cccs2)c(-c2cccs2)s1
  -2.4%, 1.7%, -20.2%, -0.3, -0.3%, ?, 23.4%, -10.6%, 29.0%
(33) CC(C)(C)c1nnc(NC(=O)CN2C(=O)C3C4C=CC(C4)C3C2=O)s1 (stereo not drawn)
  15.2%, -7.8%, 3.3%, 0.9, -5.2%, 2.4%, 13.7%, 5.3%, 16.5%
(34) CCN(c1cccc(C(F)(F)F)c1)S(=O)(=O)c1ccc2c(c1)CCN2C(=O)C1CC1
  ?, 2.6%, -14.4%, 0.8, 6.4%, 32.7%[activator], 8.5%, -7.7%, 5.1%
(35) Cc1cccc(OCC(=O)NCC(=O)N/N=C/c2c(C)[nH]c3ccccc23)c1
  5.3%, -10.8%, 5.6%, -0.3, 8.3%, 80.7%[activator], -7.8%, -8.5%, -4.2%

Screening results deposited in PubChem BioAssay by National Center for Advancing Translational Sciences (NCATS).

The list is partial (hit frequency here may not be typical).
